From PubChem BioAssay
HCV NS3 hel inh = HCV NS3 helicase inhibition; 290,000 compounds, 0.56% hits; NS3 helicase DNA unwinding, Cy5 molecular beacon fluorescence; AID 1800; inhibition, % at 10.9 µM;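 active = inhibition above the mean of all tested compounds plus 3 SD, set per campaign, cut at about 35% in these data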;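 also: 0% = DMSO wells and 100% = thioflavine S control wells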
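Compound dosing – single dose, 10.9 µM nominal final, DMSO 0.8% final · System – NS3 helicase fragment of HCV · Buffer or medium – MOPS pH 6.5, MgCl2, DTT, Tween20, BSA · Signal – Cy5 beacon fluorescence read at start and 1 h · Also added – annealed dual-labelled DNA beacon duplex, ATP-started · Schedule – 1 h at 25 °C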
VIM-2 inh = blocks Pseudomonas aeruginosa VIM-2 metallo-beta-lactamase. purified VIM-2, nitrocefin hydrolysis, epi-absorbance fluorescence. inhibition, % at 5.6 µM. 290,000 compounds, 0.89% hits. AID 1527;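 active = inhibition above the mean of all tested compounds plus 3 SD, cutoff set per screening run, cut at about 7.5% in these data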;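 also: red hydrolysis product quenches plate fluorescence so inhibitors raise well fluorescence; 0% = enzyme with DMSO and 100% = DMSO without enzyme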
UBC9 SUMO inh = SUMOylation inhibition. P63279. HTRF SUMOylation assay, SAE1/SAE2 + UBC9, in vitro. inhibition, % at 35 µM. 290,000 compounds, 0.36% hits; in the data active = inhibition above about 50%, passing the limit was not always enough; also: strong numbers were not always called active
Target sequence (P63279 whole entry, looked up): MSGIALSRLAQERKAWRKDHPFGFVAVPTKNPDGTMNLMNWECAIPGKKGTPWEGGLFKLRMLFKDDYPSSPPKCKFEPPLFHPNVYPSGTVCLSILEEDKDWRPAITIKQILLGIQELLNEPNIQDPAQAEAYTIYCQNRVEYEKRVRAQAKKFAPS
M18AAP inhibitor = blocks P. falciparum M18 aspartyl aminopeptidase; recombinant PfM18AAP, H-Glu-NHMec fluorogenic cleavage; inhibition, % at 7.35 µM; 290,000 compounds, 1.2% hits;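 active = inhibition above the campaign mean inhibition over all tested compounds plus 3 SD, cut at about 28% in these data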;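 also: 0% = plate median of test compound wells and 100% = 2 mM ZnCl2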
FID counter = fluorescent intercalator displacement, NS3 helicase counter-screen; DNA fluorescent intercalator displacement, fluorescence; inhibition, % at 7.9 µM; 290,000 compounds, 0.17% hits; in the data active = inhibition above about 37%;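 also: 0% = vehicle and 100% = reference compound; higher means more ethidium bromide displaced from hairpin DNA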
IMP-1 inhibitor = blocks Pseudomonas aeruginosa IMP-1 metallo-beta-lactamase | purified IMP-1, nitrocefin hydrolysis, epi-absorbance fluorescence | inhibition, % at 5.6 µM | 290,000 compounds, 0.45% hits | AID 1556;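 active = inhibition above the mean plus 3 SD of all compounds in the same screening run, cut at about 4.5% in these data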;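 also: 0% = IMP-1 with DMSO and 100% = DMSO wells lacking enzyme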
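system = purified recombinant IMP-1 beta-lactamase | amount = 0.2 nM IMP-1, as dispensed | medium = HEPES buffer pH 7.1 with ZnSO4 and Brij 35 | times = 25 °C, 15 min preincubation, 25 min reaction | detection = plate fluorescence quenching by hydrolysis product, ex 480/em 530 nm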
MEKK2 WT-MEK5 = raises or lowers MEK5 binding to wildtype human MEKK2 PB1 domain. 290,000 compounds, 1.1% hits. AID 1531. binding response (% of control), % at 10 µM. Q9Y2U5. bead flow cytometry, Alexa488-MEK5 binding to MEKK2 WT; actives lie on both sides; in the data active = binding response below about 67% or above about 130%
NALP1 inh = blocks the NALP1 inflammasome reconstituted in yeast | inhibition, % at 10 µM | S. cerevisiae NALP1/ASC/caspase-1 growth, X-gal OD620, 72 h | 280,000 compounds, 0.61% hits | AID 2071; in the data active = inhibition mostly above about 24%, no sharp cut-off; inactive = mostly below about 32%; also: some compounds called inactive have numbers as strong as hits
MEKK2 mut-MEK5 = signal of MEK5 binding to mutant human MEKK2 PB1 domain; bead flow cytometry, Alexa488-MEK5 binding to MEKK2 mutant; percent response, % at 10 µM; 290,000 compounds, 0.35% hits; in the data active = percent response above about 24%, passing the limit was not always enough; also: inactives centre near 1; some results filed as inactive read as strong as hits
* = called active by the depositor; . = not tested or not shown.

1) Cc1ccc(NC(=O)CS(=O)CC(=O)N(c2ccccc2F)C(C)C(=O)NC2CCCC2)cc1 (centres undefined)
2) O=C(O)c1ccc(N2CCc3ccccc32)c([N+](=O)[O-])c1
3) CCOc1cc(N2CCOCC2)c(OCC)cc1NC(=O)COC(=O)[C@@H]1CCCN1S(=O)(=O)c1ccccc1F
4) C#CC(C)(CC)NC(=O)Cn1nnc(-c2ccc(S(C)(=O)=O)cc2)n1 (centres undefined)
5) CCCCNc1nc(Nc2ccc(C)c(Cl)c2)c2cnn(C)c2n1
6) COc1cccc(CN2CC(C(=O)N(C)CCCC3CCCC3)CCC2=O)c1 (centres undefined)

assay / compound	1	2	3	4	5	6
HCV NS3 hel inh	19	12	-3	11	-42	5
VIM-2 inh	-1.2	-1.8	-3.0	-4.6	0.8	-6.3
UBC9 SUMO inh	9	10	0	-2	-3	-2
M18AAP inhibitor	-1	7	9	1	-2	3
FID counter	-39	-9	-34	0	-5	-53
IMP-1 inhibitor	-2.5	-4.2	-2.7	-3.5	-0.6	-2.7
MEKK2 WT-MEK5	95	101	81	100	132	104
NALP1 inh	-1	-7	-1	0	-2	8
MEKK2 mut-MEK5	-2	2	-11	-8	14	7

7) Cc1cc(C)cc(OC(C)c2ccnc3nc(/N=C/N(C)C)nn23)c1 (centres undefined)
8) Cc1cc(C)nc(NC(=O)/C=C/c2ccc(Cl)cc2Cl)c1
9) O=S(=O)(NCC(c1ccco1)N1CCOCC1)c1ccc(Cl)cc1 (centres undefined)
10) CCOc1ccc(-n2c(SCC(=O)Nc3ccc(OC)cc3)nc3sc4c(c3c2=O)CCN(C)C4)cc1
11) CNc1ccccc1-c1nc2ccccc2n(C)c1=O
12) Cc1cccc(C)c1OCC(O)CN1CCC(CN2C(=O)c3cccc4cccc(c34)C2=O)CC1 (centres undefined)

assay / compound	7	8	9	10	11	12
HCV NS3 hel inh	3	-20	-9	-72	10	-54
VIM-2 inh	-1.9	-1.6	0.7	1.2	-1.6	7.2
UBC9 SUMO inh	17	-30	-6	0	3	-24
M18AAP inhibitor	-1	-2	-6	20	4	2
FID counter	-12	0	-3	23	2	11
IMP-1 inhibitor	-3.5	-2.0	-1.8	7.2*	0.6	-2.7
MEKK2 WT-MEK5	103	.	101	115	106	150*
NALP1 inh	-5	15	21	13	12	43*
MEKK2 mut-MEK5	4	.	0	9	4	20

13) Cc1nn(C)c(C(=O)Nc2ccn(Cc3ccccc3F)n2)c1[N+](=O)[O-]
14) CCN1C(=O)/C(=C2\C=Cc3ccccc3N2CC)SC1=S
15) CN1/C(=C\C(=O)CSc2nncn2C)C(C)(C)c2ccccc21
16) Cc1ccc(-n2nc3c(=O)n(CCCC(=O)NCc4ccccc4C)nc(C)c3c2C)cc1
17) Cc1ccc(-c2ccc(CO)o2)cc1N
18) CCCCOc1ccc(/C=C2/Sc3ccccc3C2=O)cc1

assay / compound	13	14	15	16	17	18
HCV NS3 hel inh	8	3	14	-8	8	-4
VIM-2 inh	-2.5	-4.5	1.1	0.5	-1.2	-2.9
UBC9 SUMO inh	7	-6	-6	14	11	15
M18AAP inhibitor	6	3	5	-6	-4	-9
FID counter	0	2	-17	-63	-1	-2
IMP-1 inhibitor	-2.5	-2.0	-1.5	-2.1	0.5	-2.1
MEKK2 WT-MEK5	100	98	105	101	96	99
NALP1 inh	-5	7	22	28	-7	17
MEKK2 mut-MEK5	1	0	-1	2	2	5

19) COc1cc(NC(=O)CCc2c(C)[nH]c(=O)c(C#N)c2C)cc(OC)c1
20) O=C(C1CCCN1S(=O)(=O)c1cccc2nsnc12)N1CCCCC1 (centres undefined)
21) O=C1CN(C(=S)Nc2ccccc2Cl)CCN1
22) CSc1ccc(/C=C/C(=O)Nc2ccccc2)cc1
23) COc1cc2c(C(=O)O)c(C)n(-c3ccccc3)c2c2ccccc12
24) CC1CCN(C(=O)C2CCCN(S(=O)(=O)c3cccc4nsnc34)C2)CC1 (centres undefined)

assay / compound	19	20	21	22	23	24
HCV NS3 hel inh	5	1	-1	4	13	2
VIM-2 inh	-1.6	-1.4	-1.5	-0.9	-0.3	-0.8
UBC9 SUMO inh	1	13	-9	9	-4	1
M18AAP inhibitor	6	-16	1	-5	4	-4
FID counter	-17	-4	8	-10	-15	-29
IMP-1 inhibitor	-3.2	-3.0	-2.7	-0.3	-2.6	-2.9
MEKK2 WT-MEK5	99	99	100	84	94	98
NALP1 inh	16	.	-4	3	-1	-10
MEKK2 mut-MEK5	5	3	-2	-14	-2	-1

Exported with bars between the fields: 5 of the compounds above
cpd | Compound | HCV NS3 hel inh | VIM-2 inh | UBC9 SUMO inh | M18AAP inhibitor | FID counter | IMP-1 inhibitor | MEKK2 WT-MEK5 | NALP1 inh | MEKK2 mut-MEK5
19 | COc1cc(NC(=O)CCc2c(C)[nH]c(=O)c(C#N)c2C)cc(OC)c1 | 5 | -1.6 | 1 | 6 | -17 | -3.2 | 99 | 16 | 5
20 | O=C(C1CCCN1S(=O)(=O)c1cccc2nsnc12)N1CCCCC1 (centres undefined) | 1 | -1.4 | 13 | -16 | -4 | -3.0 | 99 | . | 3
21 | O=C1CN(C(=S)Nc2ccccc2Cl)CCN1 | -1 | -1.5 | -9 | 1 | 8 | -2.7 | 100 | -4 | -2
22 | CSc1ccc(/C=C/C(=O)Nc2ccccc2)cc1 | 4 | -0.9 | 9 | -5 | -10 | -0.3 | 84 | 3 | -14
23 | COc1cc2c(C(=O)O)c(C)n(-c3ccccc3)c2c2ccccc12 | 13 | -0.3 | -4 | 4 | -15 | -2.6 | 94 | -1 | -2

More structures.
25) COc1ccccc1N1CCN(C(=O)C(F)F)CC1
26) CC(NC(=O)c1ccccc1)C(=O)N/N=C/c1ccccc1 (centres undefined)
27) O=c1cc(O)c2sc(Nc3ccc(Cl)c(F)c3)nc2[nH]1
28) Cc1cc(OCc2cc(C(=O)N(C)Cc3nonc3C)no2)cc(C)c1Cl
29) CCCC(=O)NC(=S)Nc1ccc(S(=O)(=O)Nc2ccc(OCC)cc2)cc1
30) COc1ccc(C)cc1NC(=O)C1CCCN(S(=O)(=O)c2cccc3cccnc23)C1 (centres undefined)

assay / compound	25	26	27	28	29	30
HCV NS3 hel inh	13	8	16	-23	-5	-6
VIM-2 inh	-2.0	0.2	1.9	-1.1	-2.2	-1.3
UBC9 SUMO inh	21	0	7	-28	-10	3
M18AAP inhibitor	-4	-12	11	-1	-4	9
FID counter	1	-2	1	-39	-16	-41
IMP-1 inhibitor	-1.6	-0.9	0.7	-2.8	0.5	-4.5
MEKK2 WT-MEK5	109	80	88	100	95	98
NALP1 inh	14	-5	.	21	26	1
MEKK2 mut-MEK5	12	-10	-2	-2	9	0

31) COCCNC(=S)N1CCN(c2cccc(C(F)(F)F)c2)CC1
32) CCn1cc(CN2CCCC(CNC(=O)COc3ccccc3OC)C2)c(C)n1 (centres undefined)
33) CC(=O)C(C)Oc1cc(C)cc2oc(=O)c(C)c(C)c12 (centres undefined)
34) O=C(Nc1cccc(S(=O)(=O)N2CCCCC2)c1)c1ccccc1NS(=O)(=O)c1ccc(F)cc1
35) O=C(NCc1cccs1)C1CCN(S(=O)(=O)c2cccs2)CC1
36) COc1ccccc1CCNC(=O)Cc1cccs1

assay / compound	31	32	33	34	35	36
HCV NS3 hel inh	-1	3	2	8	-2	6
VIM-2 inh	0.3	0.7	-0.9	-0.8	0.4	-3.1
UBC9 SUMO inh	-5	-2	29	6	5	1
M18AAP inhibitor	3	-1	-7	3	-11	-13
FID counter	-9	8	-2	-7	9	-1
IMP-1 inhibitor	-2.8	-2.0	-4.1	-0.6	-5.5	-4.1
MEKK2 WT-MEK5	99	95	110	116	105	97
NALP1 inh	-3	19	3	4	-1	.
MEKK2 mut-MEK5	-5	-2	3	8	4	-16

37) CCOc1ccc(NC2OCC(O)C(O)C2O)c([N+](=O)[O-])c1 (centres undefined)
38) COc1ccc(NC(=O)CCNS(=O)(=O)c2cccc3nsnc23)cc1OC
39) COc1cccc(CNC(=O)CCc2ccc(OC)c(OC)c2)c1
40) C/C(=N\NC(=S)NCCc1ccccc1)c1ccc(Cl)cc1
41) COc1c(F)c(F)c(C(=O)Nc2ccc(N3CCN(Cc4ccccc4)CC3)cc2)c(F)c1F
42) Cc1noc(C)c1C(=O)N(CC(=O)NC1CCCC1)Cc1ccccc1F

assay / compound	37	38	39	40	41	42
HCV NS3 hel inh	8	3	14	1	-18	-3
VIM-2 inh	-0.4	-1.4	0.9	-3.6	1.7	-1.8
UBC9 SUMO inh	12	-2	14	2	16	-11
M18AAP inhibitor	-8	0	-17	5	-2	0
FID counter	1	3	-8	1	10	-9
IMP-1 inhibitor	-1.7	-1.4	0.6	-0.9	0.2	-2.0
MEKK2 WT-MEK5	94	88	111	105	110	103
NALP1 inh	-1	15	2	15	7	30
MEKK2 mut-MEK5	-9	-3	4	0	13	0

43) N#Cc1ccsc1NC(=O)CSc1ncn[nH]1
44) Cc1ccc(-c2n[nH]c(=O)c3ccccc23)cc1S(=O)(=O)NCC1CCCO1 (centres undefined)
45) OC1(C2(O)CC(c3ccccc3)ON2)CCCCC1 (centres undefined)
46) CCC(SC1=N/C(=C/c2ccccc2)C(=O)N1c1ccccc1)C(=O)Nc1cc(C)on1 (centres undefined)
47) COc1cc2c(cc1OC)C(c1ccc(C(F)(F)F)cc1)CC(=O)N2 (centres undefined)
48) CCOC(=O)N1CCN(C(=O)C2CCC(=O)N(CCCc3ccccc3)C2)CC1 (centres undefined)
49) CCOC(=O)CN1C(=O)N[C@H](c2ccc(Br)cc2)C(C(C)=O)=C1C

assay / compound	43	44	45	46	47	48	49
HCV NS3 hel inh	5	1	-10	3	-4	1	14
VIM-2 inh	-0.1	1.3	1.4	-2.3	-1.8	-1.1	-1.9
UBC9 SUMO inh	-19	-5	7	5	-16	18	9
M18AAP inhibitor	27	2	5	4	5	-2	-3
FID counter	0	-20	-1	-2	-22	-35	-29
IMP-1 inhibitor	-1.8	-1.4	-2.5	-4.5	-2.1	-1.1	-3.3
MEKK2 WT-MEK5	89	101	110	96	104	107	94
NALP1 inh	30	-7	-25	18	3	3	34
MEKK2 mut-MEK5	-8	2	5	-2	4	3	-2
